E coli Lon inh – inhibitors of E. coli Lon protease | inhibition, % at 7.94 µM | P0A9M0 | 360,000 tested, 0.42% active | purified E. coli Lon protease, fluorescence polarization | AID 602123; in the data active means inhibition above about 13%, passing the limit was not always enough;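 further: 0% = enzyme with probe and DMSO and 100% = no enzyme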
FAS-TE inh – inhibitors of human fatty acid synthase thioesterase domain; P49327; recombinant FAS-TE, OMFH fluorogenic substrate, fluorescence endpoint; inhibition, % at 15 µM; 360,000 tested, 0.67% active;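 active means compounds whose normalised, plate-corrected inhibition of enzyme fluorescence in the single-dose primary screen is 50% or more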;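 further: 0% = DMSO with enzyme and 100% = substrate without enzyme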
bovine MsrA act – bovine methionine sulfoxide reductase A activation; purified bovine MsrA, absorbance read-out; activation, % at 10.6 µM; 360,000 tested, 0.3% active; AID 602163; in the data active means activation above about 7.5%;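 further: 0% = vehicle and 100% = reference activator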
MsrA inh – bovine MsrA inhibition; purified bovine MsrA, absorbance read-out; inhibition, % at 15.5 µM; 360,000 tested, 0.75% active; in the data active means inhibition above about 4.5%;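 further: 0% = vehicle wells with enzyme and 100% = reference inhibitor wells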
Tb MetRS inh – Trypanosoma brucei MetRS inhibition; purified T. brucei MetRS, ATP depletion, Kinase-Glo luminescence; inhibition, % at 11.9 µM; 360,000 tested, 0.4% active; AID 624268;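 active means inhibition above a per-plate cutoff of the control wells' mean inhibition plus 3 SD, cut at about 5.5% in these data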;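 further: 0% = DMSO wells median and 100% = median of wells with control inhibitor compound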
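Dosing: 11.9 µM compound single dose, 0.9% DMSO; Assay system: purified T. brucei MetRS enzyme; Measured by: Kinase-Glo luciferase luminescence reporting remaining unconsumed ATP; Schedule: 15 min plus 2 h at 25 °C.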
SKN-1 inh – inhibitors of C. elegans SKN-1 | inhibition, % at 21.8 µM | AID 624304 | C. elegans VP596 Pgst-4::GFP/RFP ratio, acrylamide-induced, 24 h | 360,000 tested, 0.49% active;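 active means interference check ratio from 0.5 to 1.5 plus GFP to RFP signal ratio inhibition reaching or exceeding a fixed threshold, cut at about 30% in these data, passing the limit was not always enough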; further: some compounds called inactive have numbers as strong as hits
CendR NRP1 mod – NRP-1/CendR interaction modulation; 360,000 tested, 0.85% active; inhibition, % at 25 µM; FAM-RPARPAR peptide binding to NRP-1, fluorescence polarization; O14786; AID 602438;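 active means inhibition or corrected inhibition above about 18%, plus a signal ratio from 0.5 to 1.5, limit read from the data, passing the limit was not always enough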; further: strong numbers were not always called active
Target sequence (O14786 whole entry, looked up): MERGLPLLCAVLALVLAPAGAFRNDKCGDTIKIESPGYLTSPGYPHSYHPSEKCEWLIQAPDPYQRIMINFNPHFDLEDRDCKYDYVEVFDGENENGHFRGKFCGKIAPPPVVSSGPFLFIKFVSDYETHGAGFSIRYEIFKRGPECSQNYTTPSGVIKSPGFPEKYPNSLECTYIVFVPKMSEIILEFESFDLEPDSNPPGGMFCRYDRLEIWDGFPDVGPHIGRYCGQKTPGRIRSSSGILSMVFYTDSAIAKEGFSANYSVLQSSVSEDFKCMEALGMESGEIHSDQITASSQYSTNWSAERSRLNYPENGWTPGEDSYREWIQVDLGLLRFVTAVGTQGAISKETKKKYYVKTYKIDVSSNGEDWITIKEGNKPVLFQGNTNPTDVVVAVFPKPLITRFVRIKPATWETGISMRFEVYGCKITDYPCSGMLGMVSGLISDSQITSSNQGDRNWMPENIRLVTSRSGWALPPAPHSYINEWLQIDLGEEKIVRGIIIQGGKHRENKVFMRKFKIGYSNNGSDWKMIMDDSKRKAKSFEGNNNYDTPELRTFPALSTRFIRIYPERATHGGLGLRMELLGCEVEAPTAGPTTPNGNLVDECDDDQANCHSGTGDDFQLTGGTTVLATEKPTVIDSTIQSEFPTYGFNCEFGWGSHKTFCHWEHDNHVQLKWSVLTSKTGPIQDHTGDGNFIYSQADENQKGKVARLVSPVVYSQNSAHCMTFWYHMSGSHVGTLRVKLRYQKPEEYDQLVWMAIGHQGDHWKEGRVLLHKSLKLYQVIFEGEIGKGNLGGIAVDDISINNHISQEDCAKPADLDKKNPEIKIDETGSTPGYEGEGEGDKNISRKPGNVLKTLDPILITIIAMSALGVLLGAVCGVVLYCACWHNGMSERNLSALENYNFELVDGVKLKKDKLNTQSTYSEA
MT1-MMP act inh – MT1-MMP (human) activation inhibition; GFP/RFP ratio change, % at 20 µM; P50281; HT1080 RFP-PRO-GFP cells, GFP/RFP ratio fluorescence, overnight; percent of plate control window, DMSO zero; 360,000 tested, 0.061% active; AID 651647;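 active means GFP/RFP ratio change of at least 30% with cell ATP level not reduced by more than half and red fluorescence within 50% of control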; further: strong numbers were not always called active
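Compound: 20 µM single dose, 1% DMSO / System: HT1080 RFP-PRO-GFP cells / Controls: DMSO and RFP-L50D-GFP cell wells / Read-out basis: GFP/RFP fluorescence ratio / Schedule: overnight compound exposure at 37 °C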
MLLE-PAM2 inh – inhibitors of microRNA-mediated deadenylation, human PABP1 MLLE binding | P11940 | GST-MLLE / FITC-PAM2 fluorescence polarization | inhibition, % at 20 µM | 360,000 tested, 0.36% active; in the data active means inhibition above about 35%, passing the limit was not always enough;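 further: plate controls were DMSO wells with GST-MLLE for no effect and wells lacking GST-MLLE protein for full effect; some results filed as inactive read as strong as hits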
Numbers without * were called inactive.

What do the screens show for `O=c1c2ccccc2cnn1-c1ccc(Cl)nn1`?
E coli Lon inh: 13; FAS-TE inh: -1; bovine MsrA act: -9; MsrA inh: 0.2; Tb MetRS inh: -0.5; SKN-1 inh: -2; CendR NRP1 mod: -1; MT1-MMP act inh: -3; MLLE-PAM2 inh: 8

How did COc1ccccc1NCc1ccc([N+](=O)[O-])s1 do in these assays?
E coli Lon inh: 4; FAS-TE inh: -11; bovine MsrA act: -3; MsrA inh: -0.2; Tb MetRS inh: -0.2; SKN-1 inh: 2; CendR NRP1 mod: -3; MT1-MMP act inh: -2; MLLE-PAM2 inh: -3

What do the screens show for `Cc1oc2c(c(C)cc3oc(=O)c(CC(=O)NCCCO)c(C)c32)c1C`?
E coli Lon inh: -10; FAS-TE inh: -2; bovine MsrA act: -3; MsrA inh: 0.8; Tb MetRS inh: -0.9; SKN-1 inh: -8; CendR NRP1 mod: 20; MT1-MMP act inh: 0; MLLE-PAM2 inh: -3

What do the screens show for `CN1C(=O)C(C)(C)N(C(=O)c2cccc([N+](=O)[O-])c2)c2ccccc21`?
E coli Lon inh: 7; FAS-TE inh: 2; bovine MsrA act: -4; MsrA inh: 0.3; Tb MetRS inh: -1.9; SKN-1 inh: 23; CendR NRP1 mod: 0; MT1-MMP act inh: 3; MLLE-PAM2 inh: 0

Results for CCOC(=O)C1CCN(C(=O)CCc2c(C)nc3cc(-c4ccccc4)nn3c2C)CC1 ?
E coli Lon inh: -1; FAS-TE inh: 3; bovine MsrA act: -1; MsrA inh: 0.3; Tb MetRS inh: -0.3; SKN-1 inh: -16; CendR NRP1 mod: -14; MT1-MMP act inh: 4; MLLE-PAM2 inh: -1

What do the screens show for `COC(=O)c1ccccc1NC(=O)CSc1nnnn1C`?
E coli Lon inh: -6; FAS-TE inh: -11; bovine MsrA act: -2; MsrA inh: -0.2; Tb MetRS inh: -0.8; SKN-1 inh: -3; CendR NRP1 mod: -4; MT1-MMP act inh: 3; MLLE-PAM2 inh: 12

How did COCCn1c(SCC(=O)Nc2ccccc2)nc2c(oc3ccccc32)c1=O do in these assays?
E coli Lon inh: 2; FAS-TE inh: -10; bovine MsrA act: -5; MsrA inh: 0.0; Tb MetRS inh: -0.1; SKN-1 inh: -5; CendR NRP1 mod: 5; MT1-MMP act inh: 0; MLLE-PAM2 inh: -8

What do the screens show for `CCC(=O)N(CCc1ccccc1)Cc1cc2cccc(C)c2[nH]c1=O`?
E coli Lon inh: 7; FAS-TE inh: 1; bovine MsrA act: -1; MsrA inh: 1.0; Tb MetRS inh: -0.2; SKN-1 inh: 3; CendR NRP1 mod: 0; MT1-MMP act inh: 0; MLLE-PAM2 inh: 0

What do the screens show for `CC(Sc1nc2cc(Cl)ccc2s1)C(=O)Nc1cccc(S(=O)(=O)N2CCOCC2)c1` (stereo not given)?
E coli Lon inh: 5; FAS-TE inh: 37; bovine MsrA act: -12; MsrA inh: -1.1; Tb MetRS inh: -1.3; SKN-1 inh: 3; CendR NRP1 mod: 18; MT1-MMP act inh: 5; MLLE-PAM2 inh: 2

What do the screens show for `CCOC(=O)c1cc(C#N)c(SCC(=O)c2cc(C#N)c(SC)nc2C)nc1C`?
E coli Lon inh: 1; FAS-TE inh: 14; bovine MsrA act: 0; MsrA inh: 0.8; Tb MetRS inh: 0.6; SKN-1 inh: 3; CendR NRP1 mod: 2; MT1-MMP act inh: -16; MLLE-PAM2 inh: -18

Results for O=C(/C=C/c1ccccc1)NC(NC(=S)Nc1cccc(O)c1)C(Cl)(Cl)Cl (stereo not given) ?
E coli Lon inh: 2; FAS-TE inh: 15; bovine MsrA act: -4; MsrA inh: 0.2; Tb MetRS inh: -0.1; SKN-1 inh: 20; CendR NRP1 mod: -13; MT1-MMP act inh: 2; MLLE-PAM2 inh: 14

How did O=C(COC(=O)c1ccc2c(c1)OCO2)Nc1ccccc1 do in these assays?
E coli Lon inh: 3; FAS-TE inh: 0; bovine MsrA act: -5; MsrA inh: 0.4; Tb MetRS inh: -1.4; SKN-1 inh: 4; CendR NRP1 mod: -8; MT1-MMP act inh: 3; MLLE-PAM2 inh: -14

How did CCCCC(=O)N(C)c1c(CC)nc2c(OCCC)cccn12 do in these assays?
E coli Lon inh: 1; FAS-TE inh: -4; bovine MsrA act: -3; MsrA inh: 0.9; Tb MetRS inh: -0.2; SKN-1 inh: 15; CendR NRP1 mod: 1; MT1-MMP act inh: -3; MLLE-PAM2 inh: 12

What do the screens show for `COc1cc(NC(=O)Cn2cnc3c(SC)nc(N)nc32)cc(OC)c1OC`?
E coli Lon inh: 2; FAS-TE inh: -9; bovine MsrA act: 0; MsrA inh: 0.3; Tb MetRS inh: 1.2; SKN-1 inh: 1; CendR NRP1 mod: -1; MT1-MMP act inh: 0; MLLE-PAM2 inh: 2

What do the screens show for `Cc1cc(Cl)ccc1NC(=O)CCC(=O)O`?
E coli Lon inh: -3; FAS-TE inh: -8; bovine MsrA act: -3; MsrA inh: -0.4; Tb MetRS inh: 0.6; SKN-1 inh: 11; CendR NRP1 mod: 6; MT1-MMP act inh: 4; MLLE-PAM2 inh: -5

What do the screens show for `COc1cc(/C=N/n2c(-c3ccc4c(c3)NC(=O)CO4)csc2=Nc2cccc(C)c2)ccc1O`?
E coli Lon inh: -14; FAS-TE inh: 37; bovine MsrA act: -6; MsrA inh: 3.6; Tb MetRS inh: -0.5; SKN-1 inh: 4; CendR NRP1 mod: -8; MT1-MMP act inh: -17; MLLE-PAM2 inh: -10

How did COc1ccc2nc(NC(=O)c3cccc(S(=O)(=O)N4CCOCC4)c3)sc2c1 do in these assays?
E coli Lon inh: -4; FAS-TE inh: 10; bovine MsrA act: -2; MsrA inh: 1.5; Tb MetRS inh: -1.5; SKN-1 inh: 28; CendR NRP1 mod: 1; MT1-MMP act inh: 3; MLLE-PAM2 inh: -2

What do the screens show for `CC(C)CCN(C(=O)CCCSc1nc2ccccc2[nH]1)c1c(N)n(Cc2ccccc2)c(=O)[nH]c1=O`?
E coli Lon inh: 20; FAS-TE inh: -2; bovine MsrA act: -7; MsrA inh: -0.1; Tb MetRS inh: 0.2; SKN-1 inh: -14; CendR NRP1 mod: 7; MT1-MMP act inh: -4; MLLE-PAM2 inh: 28

What do the screens show for `O=C(CSc1nc2c(c(=O)n1-c1ccc(F)cc1)SCC2)NCC1CCCO1` (stereo not given)?
E coli Lon inh: 1; FAS-TE inh: -7; bovine MsrA act: -2; MsrA inh: 1.4; Tb MetRS inh: 0.7; SKN-1 inh: 7; CendR NRP1 mod: -4; MT1-MMP act inh: 1; MLLE-PAM2 inh: 15

What do the screens show for `COc1cccc(CN(C)C(=O)CNC(=O)c2ccc(-c3ccccc3)cc2)c1OC`?
E coli Lon inh: 4; FAS-TE inh: 4; bovine MsrA act: -1; MsrA inh: -0.8; Tb MetRS inh: 0.6; SKN-1 inh: 11; CendR NRP1 mod: -1; MT1-MMP act inh: -2; MLLE-PAM2 inh: -9

Among those listed so far, these have a furan ring, fused or not:
What do the screens show for `Cc1oc2c(c(C)cc3oc(=O)c(CC(=O)NCCCO)c(C)c32)c1C`?
E coli Lon inh: -10; FAS-TE inh: -2; bovine MsrA act: -3; MsrA inh: 0.8; Tb MetRS inh: -0.9; SKN-1 inh: -8; CendR NRP1 mod: 20; MT1-MMP act inh: 0; MLLE-PAM2 inh: -3

How did COCCn1c(SCC(=O)Nc2ccccc2)nc2c(oc3ccccc32)c1=O do in these assays?
E coli Lon inh: 2; FAS-TE inh: -10; bovine MsrA act: -5; MsrA inh: 0.0; Tb MetRS inh: -0.1; SKN-1 inh: -5; CendR NRP1 mod: 5; MT1-MMP act inh: 0; MLLE-PAM2 inh: -8

Going on with the list.
What do the screens show for `CCc1nn(CCCC(=O)NCc2ccco2)c(=O)c2cc3occc3n12`?
E coli Lon inh: 3; FAS-TE inh: -4; bovine MsrA act: -3; MsrA inh: 1.2; Tb MetRS inh: 0.1; SKN-1 inh: -11; CendR NRP1 mod: -6; MT1-MMP act inh: 6; MLLE-PAM2 inh: 0

What do the screens show for `Cc1ccc(NC(=O)CCN2C(=O)CSC2=O)c(C)c1`?
E coli Lon inh: 2; FAS-TE inh: -11; bovine MsrA act: 0; MsrA inh: 0.2; Tb MetRS inh: -0.5; SKN-1 inh: -18; CendR NRP1 mod: 16; MT1-MMP act inh: -4; MLLE-PAM2 inh: -8

What do the screens show for `O=c1ccc2[n+]([O-])c3ccc(O)cc3oc-2c1`?
E coli Lon inh: -5; FAS-TE inh: -2; bovine MsrA act: -5; MsrA inh: 1.7; Tb MetRS inh: -0.9; SKN-1 inh: 85; CendR NRP1 mod: 7; MT1-MMP act inh: 46; MLLE-PAM2 inh: 36

What do the screens show for `O=[N+]([O-])c1ccccc1NCCNS(=O)(=O)c1ccc(Cl)cc1`?
E coli Lon inh: -7; FAS-TE inh: 14; bovine MsrA act: -1; MsrA inh: 0.0; Tb MetRS inh: -0.3; SKN-1 inh: 7; CendR NRP1 mod: -9; MT1-MMP act inh: -3; MLLE-PAM2 inh: 7

Results for CCOC(=O)N1CCC(N(CCOC)C(=S)Nc2cccc(SC)c2)CC1 ?
E coli Lon inh: 11; FAS-TE inh: 10; bovine MsrA act: -6; MsrA inh: 0.7; Tb MetRS inh: 0.3; SKN-1 inh: -10; CendR NRP1 mod: 1; MT1-MMP act inh: 5; MLLE-PAM2 inh: -66

Results for S=C(NCc1ccccn1)Nc1ccc(Cl)c(Cl)c1 ?
E coli Lon inh: 0; FAS-TE inh: 14; bovine MsrA act: -1; MsrA inh: -0.5; Tb MetRS inh: -0.5; SKN-1 inh: 8; CendR NRP1 mod: -1; MT1-MMP act inh: 7; MLLE-PAM2 inh: 20

How did CCOc1ccc2nc(N(CCN(C)C)C(=O)/C=C/c3cccs3)sc2c1 do in these assays?
E coli Lon inh: 5; FAS-TE inh: 7; bovine MsrA act: -2; Tb MetRS inh: -0.7; SKN-1 inh: 18; CendR NRP1 mod: 0; MT1-MMP act inh: -3; MLLE-PAM2 inh: -4

What do the screens show for `COc1ccccc1C(=O)NCCC(=O)NCC(C)(C)N1CCOCC1`?
E coli Lon inh: 0; FAS-TE inh: -6; bovine MsrA act: -3; MsrA inh: 0.1; Tb MetRS inh: -0.5; SKN-1 inh: 5; CendR NRP1 mod: 4; MT1-MMP act inh: -4; MLLE-PAM2 inh: -4

What do the screens show for `CC(C)(C)NC(=O)CSc1nnc(-c2c[nH]c3ccccc23)o1`?
E coli Lon inh: -7; FAS-TE inh: -3; bovine MsrA act: -2; MsrA inh: 1.2; Tb MetRS inh: 1.8; SKN-1 inh: 29; CendR NRP1 mod: 9; MT1-MMP act inh: 1; MLLE-PAM2 inh: -5

Results for CC(C)C1Cc2[nH]c(=O)c(C(=O)O)cc2CO1 (stereo not given) ?
E coli Lon inh: 1; FAS-TE inh: -6; bovine MsrA act: -10; MsrA inh: 0.1; Tb MetRS inh: -1.3; SKN-1 inh: -4; CendR NRP1 mod: -3; MT1-MMP act inh: 0; MLLE-PAM2 inh: 0

What do the screens show for `COc1ccccc1CNC(=O)COC(=O)c1nc(Cl)ccc1Cl`?
E coli Lon inh: -8; FAS-TE inh: -6; bovine MsrA act: -13; MsrA inh: -0.5; Tb MetRS inh: -0.7; SKN-1 inh: 5; CendR NRP1 mod: -12; MT1-MMP act inh: 12; MLLE-PAM2 inh: -5

Results for Cn1c(SCC(=O)Nc2ccc(N3CCOCC3)cc2)nnc1-c1ccccc1F ?
E coli Lon inh: 4; FAS-TE inh: -5; bovine MsrA act: -4; MsrA inh: -1.7; Tb MetRS inh: 0.0; SKN-1 inh: -16; CendR NRP1 mod: 3; MT1-MMP act inh: 4; MLLE-PAM2 inh: -1
